# Compound activity deposited in PubChem BioAssay by National Center for Advancing Translational Sciences (NCATS).
# IL2 activator: activators of IL-2 | IL-2 activation reporter assay, cell-based qHTS; stimulated with anti-CD3/CD4/CD28 beads; in transgenic mouse T cells | AID 652025 | activation, % (series mostly up to about 46 µM) | hit rate 0.065% among 360,000; in the data active = activation above about 50%; inconclusive = mostly about 30% to 49%; note: 0% is about no effect
#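 Unstimulated transgenic mouse T cells preincubated 60 min with compound, then stimulated with anti-CD3/anti-CD4-coated beads plus anti-CD28 for 18 h at 37 degrees C. IL-2 response read as EGFP and DsRed fluorescence by plate cytometry.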
# GLP1R cytotox: cytotoxic in the GLP-1 receptor inverse agonist counter-screen. HEK293 cAMP-luciferase reporter cells, luminescence, 24 h. Potency, µM (highest dose often 38.3 µM), for inactives: at the highest dose activity change, negative = inhibition, actives largely listed as inhibitors. hit rate 0.13% among 410,000. AID 624418;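 note: loss of luciferase light is scored as toxicity; potency is the fitted concentration of half-maximal effect; % is set by controls: 0 for no effect and ±100 for the full control effect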
#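 Luminescence readout: signal drop marks cytotoxicity. Plated cells grew 12 h at 37 °C, 5% CO2, received 23 nL compound for 24 h, then got luciferase reagent, read after 12 min at RT.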
# D3 ag: agonists of human D3 dopamine receptor | max activation, % | D3R DiscoveRx beta-arrestin cells, luminescence, 90 min | hit rate 0.58% among 410,000; in the data active = max activation above about 30%; note: 0% is about no effect; mostly tested at two doses, the higher about 12 µM
#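 Agonist-mode cell screen: cells plated at 1500/well and incubated overnight at 37 °C, then exposed to library compounds for 90 min at 37 °C. Detection reagent was added for 30–60 min at room temperature, and luminescence was read.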
# WRN helicase inh: WRN helicase (human) inhibition; Q14191; WRN helicase unwinding, fluorescent forked duplex, kinetic; Potency, µM (top dose mostly 114 µM), for the others: at the highest dose activity change, negative = inhibition, most hits filed as inhibitors; hit rate 0.46% among 360,000; AID 651768; note: potency is the fitted concentration of half-maximal effect; % is set by controls: 0 for no effect and ±100 for the full control effect; nearly all actives have a fitted effect of over 55% in size
#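 Enzyme (20 nM final) and test compound sit together 15 min at room temperature before substrate addition. Substrate is a single-forked duplex oligonucleotide (100 nM) labelled with fluorophore and quencher, with 2 mM ATP; helicase unwinding raises red fluorescence, read kinetically.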
# D3 antag: blocks the human D3 dopamine receptor; D3R cells, DiscoveRx beta-arrestin luminescence, antagonist mode; hits give low values; max response, negative = inhibition, %; hit rate 2.5% among 360,000; AID 652054; in the data active = max response below about -50%; inconclusive = no clear call, values can overlap the other calls; note: % is set by controls: 0 for no effect and ±100 for the full control effect; mostly tested at two doses, the higher about 12 µM
#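 Cells plated overnight at 1500 cells/well, then exposed to library compounds with dopamine controls for 90 minutes at 37 degrees C. DiscoveRx reagent added for 30–60 minutes at room temperature; luminescence read, quantitative HTS format.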
# PI5P4K alpha inh: blocks human PI5P4K alpha kinase activity; P48426; PI5P4Kalpha enzyme, ADP-Glo luminescence, 60 min; hits give low values; max response, %; hit rate 1.2% among 330,000; active = max response of -50% or lower; inconclusive = between -30% and -50%; inactive = -30% or higher; note: value at the top dose of about 77 µM; % is set by controls: 0 for no effect and ±100 for the full control effect
# Target sequence (P48426 whole entry, looked up): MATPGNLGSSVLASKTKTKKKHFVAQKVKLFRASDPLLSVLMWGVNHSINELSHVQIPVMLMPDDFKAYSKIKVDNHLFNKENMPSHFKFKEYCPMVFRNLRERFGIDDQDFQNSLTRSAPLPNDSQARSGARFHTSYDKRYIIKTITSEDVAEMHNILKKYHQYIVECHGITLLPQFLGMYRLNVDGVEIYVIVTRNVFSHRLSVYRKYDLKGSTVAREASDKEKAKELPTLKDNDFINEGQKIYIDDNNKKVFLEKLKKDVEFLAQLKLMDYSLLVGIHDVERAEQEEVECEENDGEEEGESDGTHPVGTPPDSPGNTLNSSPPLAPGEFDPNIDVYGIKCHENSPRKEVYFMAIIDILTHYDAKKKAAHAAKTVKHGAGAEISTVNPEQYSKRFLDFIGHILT
#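 Luminescence from ADP-Glo served as readout of PI5P4Kalpha activity in a qHTS format. Reaction: enzyme, substrate, compound, ATP at 5 microM final, 60 min at RT.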
# PLK1 PBD inh: inhibitors of human PLK1 polo-box domain binding | P53350 | Plk1 PBD binding of FITC phosphopeptide, fluorescence polarization | hit rate 2.8% among 360,000 | Potency, µM, inactives show max response, negative = inhibition, actives largely listed as inhibitors; note: potency is the fitted concentration of half-maximal effect; series mostly up to about 57 µM; % is set by controls: 0 for no effect and ±100 for the full control effect; nearly all actives have a fitted effect of over 65% in size
# Target sequence (P53350 whole entry, looked up, the tested form may be a part): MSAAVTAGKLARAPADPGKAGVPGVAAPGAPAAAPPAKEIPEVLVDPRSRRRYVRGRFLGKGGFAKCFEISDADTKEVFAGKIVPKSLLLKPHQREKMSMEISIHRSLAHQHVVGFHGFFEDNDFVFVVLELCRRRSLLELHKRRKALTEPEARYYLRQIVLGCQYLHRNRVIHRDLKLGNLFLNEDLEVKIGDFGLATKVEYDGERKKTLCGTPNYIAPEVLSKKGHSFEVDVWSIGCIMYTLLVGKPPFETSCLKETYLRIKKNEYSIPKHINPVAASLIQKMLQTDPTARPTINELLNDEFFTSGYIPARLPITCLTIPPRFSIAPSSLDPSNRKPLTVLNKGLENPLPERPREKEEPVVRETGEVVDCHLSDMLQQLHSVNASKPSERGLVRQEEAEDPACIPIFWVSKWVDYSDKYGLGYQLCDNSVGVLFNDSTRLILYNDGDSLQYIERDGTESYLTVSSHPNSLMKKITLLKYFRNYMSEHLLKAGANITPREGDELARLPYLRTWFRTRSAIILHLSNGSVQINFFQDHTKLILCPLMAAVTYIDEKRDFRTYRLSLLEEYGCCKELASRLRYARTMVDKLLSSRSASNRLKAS
# GLP-1R agonist: activates the human GLP-1 receptor; hit rate 0.007% among 380,000; P43220; HEK293 GLP-1R CRE-luciferase, luminescence, 4-6 h; cells express a hypersensitive GLP-1R form; Potency, µM (top dose mostly 45.6 µM), without a hit: top-dose activation, usual class: activators; note: potency is the fitted concentration of half-maximal effect; % of control where 0% means no effect
# GLP-1R inv ag: acts as inverse agonist at human GLP-1 receptor | Potency, µM (highest dose often 38.3 µM), for inactives: at the top dose activity change, negative = inhibition, hits mostly inhibitors | hit rate 1.6% among 410,000 | P43220 | HEK293 GLP-1R CRE-luciferase, luminescence, 24 h; GLP-1R form is constitutively active | AID 624417; note: potency is the fitted concentration of half-maximal effect; % is set by controls: 0 for no effect and ±100 for the full control effect; nearly all actives have a fitted effect of over 55% in size
#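 Seeding at 200 cells/uL, 12 h culture, 24 hr compound treatment, then luciferase reagent and a luminescence read; cells are HEK293 stably expressing a constitutively active GLP-1R plus cAMP-responsive luciferase.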
# Starred values were filed as active, the others as inactive; ? = inconclusive; . = not tested or not shown; [ ] = another dose, or the depositor's remark. Unless noted, calls come from the whole dose curve; as a rule, active = well fitted curve in the direction sought with a large enough effect; inconclusive = small, poorly fitted or top-dose-only effect, or another doubt; inactive = no such curve, though single readings can be large; an effect the other way counts as inactive or inconclusive. This is a random part of the collection. Share with any hit: about 7.8%.
SMILES,IL2 activator,GLP1R cytotox,D3 ag,WRN helicase inh,D3 antag,PI5P4K alpha inh,PLK1 PBD inh,GLP-1R agonist,GLP-1R inv ag
COc1ccc(N(CC(=O)Nc2ccc(C)cn2)S(=O)(=O)c2c(C)noc2C)cc1,1.0,0.1%,0.2,-0.2%,23.7,-0.1,-5.7%,3.5%,-6.2%
CCCCCOc1ccc(NC(=O)c2cc(SC)ccc2Cl)cc1,1.9,18.6%[1.53 µM],-0.4,-33.2%[57.1 µM],-16.7,-5.4,7.0%,-20.8%,4.3%
COc1ccc(N2CCN(C(=O)c3cccn4c(=O)c5ccccc5nc34)CC2)cc1,-0.5,-16.9%[7.66 µM],2.6,-2.8%,16.9,-5.2,3.9%,-1.2%,-14.6%[7.66 µM]
CC(=O)Nc1ccc(S(=O)(=O)Nc2nc3ccccc3nc2N2CCc3ccccc3C2)cc1,0.0,8.7%,-2.3,-6.7%,-27.5,-6.2,-22.9%,2.1%,9.6%
CCOc1ccc(N2C(=O)C3C(c4ccccc4F)NN(C(=O)c4ccc(C)cc4)C3C2=O)cc1 (stereo not drawn),-1.6,13.7%,1.0,-2.9%,8.5,-6.1,-18.5%,-0.8%,-2.0%
O=C(c1ccc(NS(=O)(=O)c2ccccc2)cc1)N1CCCCCC1,0.3,-3.9%,-3.8,-17.9%,-25.1,-7.9,-14.3%,-4.6%,-0.3%
CCOC(=O)c1nn(-c2ccccc2C)c(=O)cc1OCC(=O)N1CCN(c2ccccc2)CC1,-3.2,10.9%,-5.2,0.2%,-9.9,7.8,-5.8%,-16.4%,-19.0%
CC(=O)c1cccc(-c2ccnc3c2CC(C(=O)Nc2cccc(NS(C)(=O)=O)c2)O3)c1 (stereo not drawn),0.9,-18.2%,0.5,0.2%,8.4,-6.1,-2.6%,14.9%,?
CC1=C(C(=O)N(C)C)CC(CC(=O)NCCN2CCOCC2)C(=O)N1Cc1ccccc1 (stereo not drawn),0.1,1.7%,-4.7,2.2%,-7.6,3.5,-3.7%,8.0%,15.2%
Cc1ccc(CNC(=O)CCS(=O)(=O)c2ccc(Br)cc2)cc1,-2.4,-1.1%,4.8,25.1µM*,13.3,-0.6,16.8µM*,4.9%,-13.9%

# Full records as entered above:
# `CC(=O)c1cccc(-c2ccnc3c2CC(C(=O)Nc2cccc(NS(C)(=O)=O)c2)O3)c1` (stereo not drawn) is entered as IL2 activator = 0.9; GLP1R cytotox = -18.2%; D3 ag = 0.5; WRN helicase inh = 0.2%; D3 antag = 8.4; PI5P4K alpha inh = -6.1; PLK1 PBD inh = -2.6%; GLP-1R agonist = 14.9%; GLP-1R inv ag = ?
# `COc1ccc(N(CC(=O)Nc2ccc(C)cn2)S(=O)(=O)c2c(C)noc2C)cc1` is entered as IL2 activator = 1.0; GLP1R cytotox = 0.1%; D3 ag = 0.2; WRN helicase inh = -0.2%; D3 antag = 23.7; PI5P4K alpha inh = -0.1; PLK1 PBD inh = -5.7%; GLP-1R agonist = 3.5%; GLP-1R inv ag = -6.2%
# `COc1ccc(N2CCN(C(=O)c3cccn4c(=O)c5ccccc5nc34)CC2)cc1` is entered as IL2 activator = -0.5; GLP1R cytotox = -16.9%[7.66 µM]; D3 ag = 2.6; WRN helicase inh = -2.8%; D3 antag = 16.9; PI5P4K alpha inh = -5.2; PLK1 PBD inh = 3.9%; GLP-1R agonist = -1.2%; GLP-1R inv ag = -14.6%[7.66 µM]

# (further entries)
SMILES,IL2 activator,GLP1R cytotox,D3 ag,WRN helicase inh,D3 antag,PI5P4K alpha inh,PLK1 PBD inh,GLP-1R agonist,GLP-1R inv ag
CCN(c1ccccc1)S(=O)(=O)c1ccc(C(=O)N(CCCN(C)C)c2nc3c(C)cccc3s2)cc1,-5.7,?,-18.7,-0.4%,-18.5,1.0,-19.7%,3.6%,?
O=c1c2ccccc2c2c(O)nc(-c3ccccc3)n2n1Cc1ccccc1,-2.2,11.9%,-5.4,9.1%,-20.9,-0.8,?,4.7%,-6.7%
COC(=O)c1sccc1NC(=S)N1CCC(C(N)=O)CC1,-0.3,0.0%,-3.2,-0.9%,13.3,-1.9,-13.0%,0.6%,11.5%
CCOc1ccc2nc3c(cc2c1)CN(CCOC)C(=NCCOC)S3,-0.4,93.8%[activator],-2.0,-10.7%,18.0,-0.3,-17.9%,26.3%,?
COc1ccc(N2CCN(C(=O)COC(=O)CCOc3ccccc3C)CC2)cc1,-1.2,6.8%,-0.2,2.3%,2.0,-2.7,-1.7%,9.4%,2.3%
CSc1ccc(/C=C(\NC(=O)c2ccc(C)cc2)C(=O)Nc2cccc(C)c2)cc1,-2.1,-4.2%,2.6,-2.3%,3.2,-1.6,0.2%,-10.6%,12.8%
CC1(NC(=O)Nc2cccc(Br)c2)CCS(=O)(=O)C1 (stereo not drawn),-0.3,5.6%,4.2,-7.5%,-6.4,3.9,0.2%,-1.0%,-19.6%
Cc1cccc(NC(=O)CNC(=O)COc2ccc(C(=O)c3ccc(F)cc3)cc2)c1C,2.3,-24.3%,2.9,-12.6%,-0.5,1.1,1.2%,-0.8%,-24.6%
N#Cc1ccc(N2CCN(C(=O)c3cccs3)CC2)c(F)c1,-0.4,0.9%,-3.2,11.9%,17.6,7.2,-1.1%,0.4%,49.5%[activator]
O=C(CCN1CCOCC1)NNC(=O)c1ccc(Cl)c([N+](=O)[O-])c1,-0.3,8.8%,-1.7,-17.7%,5.6,-7.1,-1.9%,-1.7%,2.8%
Cc1ccc(-n2nc(C(=O)c3ccccc3)n3c(=O)c(Cc4ccccc4)nnc23)cc1,0.2,-23.0%,-2.9,0.2%,-17.9,1.5,-1.7%,-0.1%,?
CC(C)OC(=O)c1c(NC(=O)Cn2cnc([N+](=O)[O-])n2)sc2c1CCCC2,0.9,-0.7%,1.8,5.9%,17.1,1.2,?,-3.9%,-2.9%
CCOc1ccc(OCC(=O)Nc2ccccc2N2CCCC2)cc1,-1.1,6.3%,2.7,-9.3%,2.1,16.6,1.2%,4.2%,10µM*
O=C1CN(S(=O)(=O)c2ccccc2)CC(=O)N1CCc1ccccc1,-1.8,2.0%,-0.4,5.7%,-2.7,.,0.2%,-4.6%,0.0%
Fc1cccc(C2CC(c3cccc(Br)c3)Nc3nnnn32)c1 (stereo not drawn),0.1,-3.9%,-2.3,-0.9%,-4.8,-2.6,-9.6%,1.4%,?
CC(=O)Nc1ccc(C(=O)CN2C(=O)NC3(CCCCCC3)C2=O)c(F)c1,-0.6,7.9%,-9.0,-8.2%,?,-9.0,3.3%,0.1%,?
CN(CCOc1ccc(Br)cc1)CC(O)COc1ccc(C#N)cc1 (stereo not drawn),-0.7,-4.6%,-21.3,-8.4%,-0.1,16.3,1.6%,-1.1%,4.47µM*
CCCCNC(=O)C(NC(=O)c1cnc(C)cn1)C(=O)c1ccccc1 (stereo not drawn),-0.5,0.3%,1.3,3.9%,0.6,-0.4,-12.7%,.,19.5%
O=C(Cc1ccc(S(=O)(=O)N2CCCC2)s1)Nc1nc2c(s1)CCCC2,0.2,-2.3%,-1.8,-21.8%,1.6,?,-5.0%,0.0%,6.9%
O=C(CSc1ccccc1)N1CCCC(N2CCN(c3ccc(F)cc3)CC2)C1 (stereo not drawn),-1.7,0.6%,-11.1,-6.3%,-0.3,3.4,-7.4%,-0.2%,?
Cc1ccc(-c2cnc(N)n2C)cc1C,-3.9,?,4.3,12.1%,-101.2*,-4.7,?,-3.0%,3.9%
O=C(Cc1cccs1)N(c1ccc(Cl)cc1)C1C=CS(=O)(=O)C1 (stereo not drawn),-0.2,-3.3%,5.8,-5.8%,6.4,.,0.2%,-0.6%,6.6%
CC1=C(C(=O)OCc2ccccc2)C(c2cccc(Cl)c2Cl)NC(=O)N1CCCCCC(=O)O (stereo not drawn),0.1,3.2%,0.1,-5.8%,16.9,-2.6,-5.6%,-1.1%,-10.6%
CCCCC(=O)N(C)c1c(C)nc2ccc(C(=O)N(C)Cc3ccco3)cn12,0.8,4.3%,-12.1,-8.2%,-24.8,-0.8,-5.6%,1.2%,11.2%
Cc1[nH]c(=O)[nH]c(=O)c1S(=O)(=O)Nc1ccc(Oc2ccccc2)cc1,-2.6,51.1%[activator],-5.0,6.1%,-22.1,-5.2,-15.7%,4.6%,1.2%
O=C(NC1CCCCC1)C1CC(O)CN1C(=O)OCc1ccccc1 (stereo not drawn),-6.8,5.3%,2.0,-19.0%,3.1,1.9,3.5%,0.6%,0.0%
O=C(O)CNC(=S)N(Cc1ccccc1Cl)C1CCCC1,-0.4,4.9%,-0.4,-6.6%,-10.8,1.0,5.3%,-0.1%,-9.2%
COc1ccc(C2CC(c3cccc(Cl)c3)n3nc(N)nc3N2)cc1 (stereo not drawn),-1.2,2.7%,-4.7,2.1%,-2.8,5.4,-4.8%,10.6%,16.0%
O=C(COC(=O)c1ccc(S(=O)(=O)N2CCOCC2)cc1)NC1CCCCCCC1,-0.9,1.2%,-3.1,6.0%,8.5,-0.4,3.8%,9.4%,-2.5%
CCCc1noc2c1/C(=N\O)CC(c1ccccc1)C2 (stereo not drawn),0.1,-11.7%,6.3,4.3%,11.0,4.8,-2.7%,-2.5%,-8.1%
COc1ccccc1C(=O)N1CC(=O)Nc2ccc(F)cc2C1c1ccccc1 (stereo not drawn),-2.5,-1.6%,-14.2,-10.6%,18.6,3.9,-7.6%,5.1%,-25.8%
COc1ccc(N(CC(=O)Nc2cccnc2)S(=O)(=O)c2ccc(C)cc2)cc1Cl,1.9,0.8%,-11.0,-14.8%,-20.9,5.3,-1.1%,21.1%,-9.1%
CCCCNC(=O)C1Cc2cc(S(=O)(=O)N3CCCCC3)ccc2N1C(C)=O (stereo not drawn),-3.7,-6.8%,0.3,-5.7%,-1.4,-1.1,-8.5%,-0.6%,-12.4%
